# Compound activity from PubChem BioAssay.
# TR-FRET SRC-2 ct: TR-FRET signal artefacts, primary screen, artefact control for PPARgamma SRC-2 agonist project, biochemical; TR-FRET artefact counter-screen; hits give high values; TR-FRET ratio at 8 µM; 200,000 compounds, 0.4% hits; in the data active = TR-FRET ratio above about 2000; note: inactives centre near 1500
# PPARg SRC3 recr: PPARgamma agonists recruiting SRC-3 coactivator, primary screen, biochemical; Peroxisome proliferator-activated receptor gamma (Homo sapiens), P37231; biochemical PPARgamma/SRC-3 coactivator recruitment assay; activation, % at 8 µM; 200,000 compounds, 0.26% hits; AID 731, 2007; in the data active = activation above about 23%;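 note: 0% = DMSO and 100% = reference agonist; some compounds past the cut are filed as inactive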
# Target sequence (P37231 whole entry, looked up): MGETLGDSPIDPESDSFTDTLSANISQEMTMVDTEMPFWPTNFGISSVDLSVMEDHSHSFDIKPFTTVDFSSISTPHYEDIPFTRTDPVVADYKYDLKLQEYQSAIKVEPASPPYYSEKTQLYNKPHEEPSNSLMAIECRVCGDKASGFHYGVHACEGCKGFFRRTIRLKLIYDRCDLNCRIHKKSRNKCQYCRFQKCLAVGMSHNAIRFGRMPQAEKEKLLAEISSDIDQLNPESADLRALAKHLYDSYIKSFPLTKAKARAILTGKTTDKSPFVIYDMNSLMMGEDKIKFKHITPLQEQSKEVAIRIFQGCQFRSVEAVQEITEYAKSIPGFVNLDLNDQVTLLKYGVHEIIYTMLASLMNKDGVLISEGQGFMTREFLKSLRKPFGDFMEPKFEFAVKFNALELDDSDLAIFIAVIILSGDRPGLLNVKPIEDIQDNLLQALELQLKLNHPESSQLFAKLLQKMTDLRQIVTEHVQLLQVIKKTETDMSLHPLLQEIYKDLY
# TNAP inh hiacc: human TNAP enzyme inhibitors, primary screen, biochemical, luminescent, high phosphate acceptor level, uHTS; 200,000 compounds, 0.03% hits; inhibition, % at 20 µM; AID 1135, 2008; purified TNAP, CDP-star luminescence, 1 M DEA;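 active = over 50% inhibition of tissue-nonspecific alkaline phosphatase at 20 µM in the single-dose screen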;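 note: plate controls were DMSO wells for no effect and EDTA-quenched wells as full inhibition for full effect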
# Target sequence (P05186 whole entry, looked up): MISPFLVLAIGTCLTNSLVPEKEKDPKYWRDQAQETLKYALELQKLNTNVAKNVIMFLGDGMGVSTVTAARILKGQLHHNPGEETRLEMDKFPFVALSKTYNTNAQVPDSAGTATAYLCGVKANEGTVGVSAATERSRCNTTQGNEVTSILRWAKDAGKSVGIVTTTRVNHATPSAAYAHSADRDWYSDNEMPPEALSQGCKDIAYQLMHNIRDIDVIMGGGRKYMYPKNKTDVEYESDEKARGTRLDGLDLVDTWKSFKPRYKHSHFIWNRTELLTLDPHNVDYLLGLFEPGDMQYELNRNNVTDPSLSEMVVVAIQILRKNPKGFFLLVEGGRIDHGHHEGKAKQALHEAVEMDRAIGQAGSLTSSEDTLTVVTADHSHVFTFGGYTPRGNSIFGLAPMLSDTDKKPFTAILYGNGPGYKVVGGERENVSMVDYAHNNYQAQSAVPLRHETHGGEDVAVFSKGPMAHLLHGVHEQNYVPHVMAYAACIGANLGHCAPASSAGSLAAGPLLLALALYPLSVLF
# HMGR II inh: inhibitors of E. faecalis class II HMGR, primary screen, biochemical, Enterococcus faecalis; purified E. faecalis HMGR, NADPH absorbance 340 nm kinetic; inhibition, % at 10 µM; 190,000 compounds, 0.41% hits;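 active = inhibition above a set limit, the median over all tested compounds plus 3 SD, cut at about 9.5% in these data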;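 note: enzyme runs in reverse so mevalonate oxidation gives rising NADPH absorbance; 0% = complete reaction with DMSO and 100% = background rate lacking mevalonate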
# bIAP inhibitor: bovine intestinal alkaline phosphatase inhibitors, primary screen, selectivity assay for TNAP inhibitor project, biochemical, bovine IAP, CDP-star luminescence; alkaline phosphatase, intestinal [Bos taurus]; purified bovine IAP, 30 min; inhibition, % at 20 µM; 190,000 tested, under 10 active; AID 1019, 2008;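 active = over 50% inhibition of intestinal alkaline phosphatase at 20 µM in the single-dose screen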
#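 Incubation: 30 min reaction at room temperature / Material: purified bovine intestinal alkaline phosphatase (IAP) enzyme / Input: enzyme at 1/65,000,000 dilution / Dosing: 20 µM single dose / Signal: CDP-star luminescence signal / Reagent: CDP-star chemiluminescent phosphatase substrate, 30 µM final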
# PPARg SRC-2 ag: agonists of PPARg-SRC-2 recruitment, primary screen, biochemical, HTS. Peroxisome proliferator-activated receptor gamma (Homo sapiens), P37231. PPARgamma LBD-SRC-2 recruitment. activation, % at 8 µM. 200,000 compounds, 0.34% hits. AID 1032, 2008; in the data active = activation above about 22%;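 note: 0% = vehicle and 100% = reference agonist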
# TNAP act hi DEA: TNAP activators at high phosphate acceptor level, primary screen, biochemical, luminescence, uHTS; AID 1136, 2008; 200,000 tested, under 10 active; Alkaline phosphatase, tissue-nonspecific isozyme (Homo sapiens), P05186; activation factor at 20 µM; purified TNAP, CDP-star luminescence, 1 M DEA, 30 min; hits give high values; 0 = EDTA background, 1 = DMSO-only activity;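 active = activation factor at least 2 at 20 µM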
#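 system = human TNAP | amount = enzyme diluted 1/800 final | reagent = 100 µM CDP-star substrate | signal = luminescent substrate turnover signal | dosing = one dose, 20 µM | benchmarks = EDTA negative control, DMSO positive control | measure = activation factor | timing = 30 min reaction, room temperature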
# PPARg SRC1 recr: PPARgamma agonists recruiting SRC-1 coactivator, primary screen, biochemical; 200,000 compounds, 0.41% hits; PPARgamma-SRC-1 coactivator recruitment biochemical assay; activation, % at 8 µM; AID 631, 2007; Peroxisome proliferator-activated receptor gamma (Homo sapiens), P37231; in the data active = activation above about 19%;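 note: 0% = DMSO and 100% = reference agonist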
# bIAP activator: bovine intestinal alkaline phosphatase activators, primary screen, biochemical, bovine IAP, CDP-star luminescence; alkaline phosphatase, intestinal [Bos taurus]; purified bovine IAP, 30 min; hits give high values; fold of DMSO-control signal, blank-subtracted; activation factor at 20 µM; 200,000 compounds, 0.17% hits; AID 1016, 2008;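 active = activation factor of 2 or more at 20 µM, a signal rise over negative controls twice the positive control's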
# TNAP inh noacc: human TNAP enzyme inhibitors, primary screen, biochemical, luminescent, no phosphate acceptor, uHTS; inhibition, % at 20 µM; AID 1012, 2008; 200,000 compounds, 0.26% hits; purified TNAP, CDP-star luminescence, 30 min;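 active = tissue-nonspecific alkaline phosphatase inhibition above about 50% at 20 µM in the single-dose screen, limit read from the data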;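 note: 0% = DMSO negative control and 100% = EDTA positive control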
# Numbers without * were called inactive; . = no result given.
SMILES,TR-FRET SRC-2 ct,PPARg SRC3 recr,TNAP inh hiacc,HMGR II inh,bIAP inhibitor,PPARg SRC-2 ag,TNAP act hi DEA,PPARg SRC1 recr,bIAP activator,TNAP inh noacc
CCS(=O)(=O)n1nc(-c2ccc(Cl)cc2)nc1SC,1471,0,0,-2,4,10,1,2,1,61*
CCOc1cc(/C=N/O)ccc1OCc1ccc(F)cc1,1564,1,-3,-1,1,2,1,4,1,-12
COc1ccccc1Nc1nc(-c2cccc(N3C(=O)c4ccccc4C3=O)c2)cs1,1777,2,1,0,0,2,1,12,1,-8
O=C(COc1ccc(S(=O)(=O)NCc2ccccc2)cc1Cl)NCC1CCCO1 (centres undefined),1696,7,-2,-1,-4,7,1,3,1,-14
CC1CCN(C(=O)CN(C2CCCCC2)S(C)(=O)=O)CC1,1695,1,-8,-7,6,1,1.1,3,0.9,-14
O=C(O)c1ccc(Nc2ncc([N+](=O)[O-])cc2[N+](=O)[O-])cc1,1633,-4,5,-5,-3,-3,0.9,2,1,-6
CC(OCCN1CCCC1)(c1ccc(F)cc1)c1ccc(F)cc1,1524,-1,-9,-1,7,3,1.1,-6,0.9,-8
Cn1c(=O)c2c(nc(Sc3ncccn3)n2Cc2ccccc2Cl)n(C)c1=O,1543,-1,3,-6,-4,5,1,-8,1,1
COc1ccc(/C=C2\N=C(SC)SC2=O)cc1OC,1536,1,-3,-2,12,-3,1,1,0.9,-11
CC(C)(C)NCCCCOc1ccc(F)cc1,1638,-2,-8,0,27,-3,1.1,-2,0.7,-17
CCSc1nnc(Cn2c(=O)sc3ccccc32)n1-c1ccc(OC)cc1,1525,3,-2,1,13,-1,1,2,0.9,-7
C[N+]1(CCOC(=O)C2(c3ccccc3)CCCC2)CCCCC1,1559,2,-1,-5,24,-6,1,1,0.8,-12
O=C(CSC1=NCCS1)Nc1ccnc2ccccc12,1607,-1,-1,-5,15,5,1,5,0.9,3
O=C(CN1C(=O)C2C3CCC(C3)C2C1=O)OCC(=O)c1cccc([N+](=O)[O-])c1 (centres undefined),1622,-2,0,-1,2,-2,1,3,1,-8
C/C(=N\Nc1ccccc1Cl)c1ccc(-n2ccnc2)cc1,1463,-4,-3,-1,-13,-8,1,-2,1.1,-4
CC(C)c1ccc2[nH]c(O)c(N=NC(=S)NCCc3ccccc3)c2c1,1595,3,8,-2,-7,9,0.9,-3,1.1,-47
CS(=O)(=O)c1ccc2nc(NC(=O)C3CCCCC3)sc2c1,1519,-3,-4,0,6,4,1,0,0.9,-9
O=C(C(NS(=O)(=O)c1cccc2nsnc12)c1ccccc1)N1CCN(c2ccccn2)CC1 (centres undefined),1610,4,-5,-4,-4,2,1.1,7,1,11
O=C(CNC(=O)C12CC3CC(CC(C3)C1)C2)N/N=C\c1ccccn1,1589,1,-6,-2,4,-1,1.1,1,1,-12
CCOC(=O)Cn1c(S(=O)(=O)Cc2ccccc2)nc2ccccc21,1374,3,1,0,11,6,1,-2,0.9,-17
O=C(COc1ccccc1[N+](=O)[O-])N/N=C/c1cccc(OC(=O)c2ccc3c(c2)OCO3)c1,1615,4,3,-5,-4,4,1,5,1,1
COCCn1nnnc1C(c1cc2cc(C)cc(C)c2[nH]c1=O)N1CCN(c2ccccc2F)CC1 (centres undefined),1394,0,-3,-6,-5,2,1,-5,1.1,-10
CC1=CC(C)(C)N(C(=O)c2ccccc2)c2ccccc21,1408,-17,-3,-7,6,3,1,1,0.9,-8
O=C(Nc1ccc2c(c1)OC1(CCCC1)O2)C1CC1,1644,1,-5,-1,11,3,1.1,5,0.9,-13
Brc1ccc(C2=CSC3=NCCN23)cc1,1371,3,-4,5,-13,4,1,11,1.1,-12
CC1CCN(c2nc(-c3ccco3)c3c(c2C#N)CC(C)(C)OC3)CC1,1691,4,-2,-5,1,-3,1,10,1,-15
CCOC(=O)CCc1c(C)nc(SCCCn2c(=O)[nH]c3ccccc32)c(C#N)c1C,1429,1,-5,-12,9,5,1,0,0.9,-13
O=C(COC(=O)C12CC3CC(CC(C3)C1)C2)Nc1ccc(OC(F)F)cc1,1471,2,-4,-4,44,11,1,1,0.6,-7
O=C(Nc1nc2ccc(SC(F)F)cc2s1)c1ccc(NS(=O)(=O)c2ccc(F)c(F)c2)cc1,1757,7,-1,2,4,1,1,4,1,-3
O=C(NCCCN1CCN(c2ccccc2F)CC1)Nc1ccccc1[N+](=O)[O-],1457,-3,3,1,1,-4,1,-1,1,-3
O=C(O)c1ccc(N/N=C/c2ccc(-c3ccccc3)cc2)cc1,1659,2,0,2,-6,-6,1,-2,1.1,-10
CCOC(=O)c1csc(NC(=O)CSc2nnnn2CC)n1,1328,-12,-1,-5,7,3,1,4,0.9,-6
Cc1cccnc1NC(=O)c1ccc(S(=O)(=O)N2CC(C)OC(C)C2)cc1 (centres undefined),1565,0,-3,0,-6,4,1,2,1.1,-13
CC(OC(=O)c1ccncc1)C(=O)Nc1cc(S(=O)(=O)N2CCCCC2)ccc1Cl (centres undefined),1560,0,-2,-8,12,6,1,-4,0.9,3
O=C(c1cn(-c2ccccc2)nc1-c1ccncc1)n1nnc2ccccc21,1477,-2,.,.,.,4,.,-4,.,.
N#Cc1c(-c2ccco2)c2c([nH]c1=S)CCCC2,.,.,1,-5,8,.,1,.,0.9,1
Cc1ccc(SCC(=O)NCc2ccco2)cc1,1670,0,1,-6,-9,5,1,1,1.1,-6
CCOc1ccc(NC(=S)N(CC)Cc2ccccc2)cc1,1719,0,-3,-3,6,4,1,6,0.9,-14
CCN(CC)c1ccc(NC(=O)c2ccccc2F)cc1,1559,6,-4,-4,9,5,1,17,0.9,-9
O=C(CSc1nc(-c2ccco2)cc(C(F)(F)F)n1)N1CCN(c2ccc(Cl)cc2)CC1,1451,-12,2,4,1,-5,1,-4,1,1
OCC1(CCc2ccccc2)CCN(Cc2cnc(N3CCCC3)s2)CC1,1658,2,-3,-3,4,18,1,7,1,-4
CSC1CCCCC1(O)CSc1nc2ccccc2o1 (centres undefined),1429,0,-6,2,11,6,1.1,5,0.9,-12
CSC1=N/C(=C\c2ccc(Br)o2)C(=O)S1,1511,10,0,-6,8,9,1,0,0.9,-2
O=C1CC(=O)C(n2cncn2)C(c2ccc(Cl)cc2)C1 (centres undefined),1365,-2,3,-2,11,2,1,-4,0.9,-7
Cc1ccc(CNC(=O)c2nc3nc(C)cc(C)n3n2)cc1,1883,8,-6,-5,7,4,1.1,4,0.9,-4
NS(=O)(=O)c1ccc(NC(=O)COC(=O)/C=C/c2ccc([N+](=O)[O-])cc2)cc1,1621,2,-6,1,-6,5,1.1,7,1.1,-13
O=C(NCc1ccco1)c1cccc(-c2nnc(-c3ccccc3)o2)c1,1422,-7,0,-3,6,0,1,-1,0.9,-6
COc1ccc(-n2nnnc2SCC(=O)Nc2cccc(NC(C)=O)c2)cc1OC,1682,7,-6,-2,6,4,1.1,4,0.9,-12
CCOCCCNC(=O)c1cc(=O)n(Cc2cccc(C)c2)c2ccccc12,1522,-6,-2,-5,1,3,1,-2,1,-7
CC1CCC(=NNC(=O)Cc2ccccc2)CC1 (centres undefined),1502,11,-1,-2,0,-3,1,8,1,-5

# (list continues)
SMILES,TR-FRET SRC-2 ct,PPARg SRC3 recr,TNAP inh hiacc,HMGR II inh,bIAP inhibitor,PPARg SRC-2 ag,TNAP act hi DEA,PPARg SRC1 recr,bIAP activator,TNAP inh noacc
CCn1c(CNc2ccc(OC)cc2)nnc1SCC(=O)c1ccc(OC)cc1,1471,6,-4,-7,-1,4,1,-8,1,-6
CCOC(=O)c1ccc2[nH]c3c(c2c1)CCCC3O (centres undefined),1771,3,-5,-8,6,6,1.1,-1,0.9,-10
CCNc1nc(NCC)n2c(SCC(=O)NCC3CCCCC3)nnc2n1,1570,6,-2,-12,-1,11,1,10,1,-13
CC1CN(C(=O)Nc2ccc(Br)cc2Cl)CC(C)O1 (centres undefined),1469,2,0,1,0,-6,1,5,1,-1
COCCNC(=O)COC(=O)/C=C/c1cnc2ccccc2n1,1459,-15,-6,0,8,-1,1.1,-5,0.9,1
Cn1c(CO)cnc1SCc1ccc([N+](=O)[O-])cc1,1602,-1,2,-4,9,-4,1,-7,0.9,-4
Cc1ccc(C)c(OCCN2C(=O)NC3(CCc4ccccc4C3)C2=O)c1 (centres undefined),1734,2,5,1,-7,5,1,4,1.1,-5
CCCCCC(=O)Nc1nc(C)c(-c2csc(Nc3ccccc3OCC)n2)s1,1704,12,-1,-8,8,0,1,-2,0.9,-2
CCCC(=O)Nc1sc(C(=O)OC)c(C)c1C(N)=O,1569,-2,-4,-12,3,-9,1,6,1,-10
CCOC(=O)N1CCC(NC(=O)C2CCN(c3ccc(N4CCOCC4)nn3)CC2)CC1,1604,0,-2,2,-16,2,1,0,1.2,20

# Individual results from the results shown.
# For bIAP inhibitor, `Cn1c(CO)cnc1SCc1ccc([N+](=O)[O-])cc1` has 9
# For HMGR II inh, `Cc1ccc(C)c(OCCN2C(=O)NC3(CCc4ccccc4C3)C2=O)c1` (centres undefined) has 1

# Single records, from the list above:
# CCCCCC(=O)Nc1nc(C)c(-c2csc(Nc3ccccc3OCC)n2)s1 is listed with TR-FRET SRC-2 ct = 1704; PPARg SRC3 recr = 12; TNAP inh hiacc = -1; HMGR II inh = -8; bIAP inhibitor = 8; PPARg SRC-2 ag = 0; TNAP act hi DEA = 1; PPARg SRC1 recr = -2; bIAP activator = 0.9; TNAP inh noacc = -2
# CCn1c(CNc2ccc(OC)cc2)nnc1SCC(=O)c1ccc(OC)cc1 is listed with TR-FRET SRC-2 ct = 1471; PPARg SRC3 recr = 6; TNAP inh hiacc = -4; HMGR II inh = -7; bIAP inhibitor = -1; PPARg SRC-2 ag = 4; TNAP act hi DEA = 1; PPARg SRC1 recr = -8; bIAP activator = 1; TNAP inh noacc = -6

# Next compounds:
SMILES,TR-FRET SRC-2 ct,PPARg SRC3 recr,TNAP inh hiacc,HMGR II inh,bIAP inhibitor,PPARg SRC-2 ag,TNAP act hi DEA,PPARg SRC1 recr,bIAP activator,TNAP inh noacc
COc1ccc(-c2nnc(SCC(=O)NC(C)C)n2CC2CCCO2)cc1OC (centres undefined),1774,3,-6,-1,-2,7,1.1,8,1,6
CCN(c1ccccc1)S(=O)(=O)c1ccc(Oc2ccc(-n3ccnc3)cc2)nc1,1574,13,.,-3,.,3,.,11,.,.
CN(C)c1ccc(C(=O)c2ccccc2C(=O)O)cc1[N+](=O)[O-],1469,0,4,-3,6,-2,1,4,0.9,1
COc1ccc(OC)c(-c2nc(C)sc2CC(=O)O)c1,1627,-4,-3,1,5,-1,1,3,0.9,-13
COc1cccc(OCc2nc(-c3ccc(Br)o3)no2)c1,1663,4,-4,-1,9,-6,1,0,0.9,-15
CCN1C(C#N)=C(C#N)N=C(C)CC1(C)C,1494,4,-4,-2,12,6,1,1,0.9,-7

# Rows were taken by chance; overall some 1.6% were active at least once.
